ELG1 genotoxic: inducers of genotoxicity in HEK293T ELG1-luciferase cells. HEK293T ELG1-luciferase reporter, luminescence, 16 h. Potency, µM (titrated, usually from 46 µM), for the others: top-dose activity change, positive = activation, hits mostly activators. 330,000 compounds, 1.3% hits; also: potency is read from the fitted curve at half-maximal effect; % of control where 0% means no effect; nearly all actives have a fitted effect of over 60% in size
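HEK293T cells expressing luciferase-tagged ELG1 were exposed to compound or DMSO vehicle for 16 hr at 37 °C and 5% CO2. Luciferase activity was then measured with ONE-Glo after 30 min at room temperature.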
S-ASM inh: blocks human secretory acid sphingomyelinase. P17405. placental ASM, HMU-PC fluorogenic substrate, 60 min. 340,000 compounds, 0.006% hits. Potency, µM (top dose mostly 57.5 µM), for inactives: top-dose activity change, negative = inhibition, actives largely listed as inhibitors; also: potency is read from the fitted curve at half-maximal effect
Target sequence (P17405 47-631 limits assumed): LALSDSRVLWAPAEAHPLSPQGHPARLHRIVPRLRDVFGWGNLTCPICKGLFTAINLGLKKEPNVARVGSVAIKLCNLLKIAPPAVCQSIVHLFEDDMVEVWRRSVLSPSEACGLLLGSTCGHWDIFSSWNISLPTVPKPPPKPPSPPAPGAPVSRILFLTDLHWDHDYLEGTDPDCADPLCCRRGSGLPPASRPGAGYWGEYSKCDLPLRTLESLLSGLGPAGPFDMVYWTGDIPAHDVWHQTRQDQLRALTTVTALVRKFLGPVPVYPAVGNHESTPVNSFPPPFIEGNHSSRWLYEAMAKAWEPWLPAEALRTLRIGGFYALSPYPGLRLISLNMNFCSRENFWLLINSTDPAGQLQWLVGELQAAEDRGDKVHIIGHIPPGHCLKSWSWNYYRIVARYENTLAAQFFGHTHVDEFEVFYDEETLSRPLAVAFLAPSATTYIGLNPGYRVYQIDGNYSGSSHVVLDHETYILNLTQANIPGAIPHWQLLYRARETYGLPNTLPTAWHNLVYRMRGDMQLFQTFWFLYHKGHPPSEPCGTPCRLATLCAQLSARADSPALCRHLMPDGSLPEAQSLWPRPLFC
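qHTS format. ASM enzyme prepared from human placenta hydrolyses the fluorogenic substrate HMU-PC0 (9 uM final) over 60 min at 37 °C after a 10 min compound preincubation.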
USP2a inh: inhibitors of human ubiquitin-specific protease USP2a; Potency, µM (top dose mostly 38.3 µM), inactives show at the top dose activity change, negative = inhibition, most hits filed as inhibitors; 330,000 compounds, 0.01% hits; O75604; USP2 core, Ub-CHOP2 coupled fluorogenic reporter, 485/531; AID 463254;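 also: potency is read from the fitted curve at half-maximal effect; plate controls were DMSO wells for no effect and full inhibition by NEM control for full effect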
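USP2 core (10nM final) preincubated 30min RT with compound in 20mM Tris-HCl pH 8.0, 2mM CaCl2, 2mM beta-mercaptoethanol, 0.05% CHAPS; 25nM Ub-CHOP2 plus 25nM reporter substrate added, fluorescence (Ex485/Em531) read after 60min.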
Integrin act MD: activates integrin-mediated alleviation for muscular dystrophy; alpha7betagal myoblasts, beta-gal FDG fluorescence, 48 h; Potency, µM (titrated, usually from 38.3 µM), for inactives: at the highest dose activation, most hits filed as activators; 350,000 compounds, 0.064% hits;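 also: potency is read from the fitted curve at half-maximal effect; 100% = response of the positive control SU9516; nearly all actives have a fitted effect of over 60% in size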
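Alpha7betagal+/- myoblasts (passage 13) were plated 16-24 hr, then exposed to compounds (1:260 dilution of DMSO stock) for 48 hours at 37C. After MPER lysis, β-galactosidase reporter activity was read as FDG fluorescence (ex 480/em 540) after 30 minutes.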
TRPV1 agonist: agonists of human vanilloid receptor 1 (TRPV1) | TRPV1-expressing cells, Fluo-8 calcium influx, agonist mode | activation, % at 8.33 µM | 320,000 compounds, 0.19% hits | AID 540275; in the data active = activation above about 80%; inconclusive = between about 30% and that limit; also: 0% is about no effect
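TRPV1-expressing cells were cultured overnight at 35.5C and loaded with Fluo-8 calcium dye for 40 to 90 min at room temperature. After a 10 s baseline, compound was added and calcium influx was read kinetically for 3 min (ex 480/em 520 nm).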
uPA surface inh: cell surface uPA generation inhibition; cell surface uPA generation assay, qHTS; AID 540303; 330,000 compounds, 0.31% hits; Potency, µM (top dose mostly 38.3 µM), without a hit: at the highest dose activity change, negative = inhibition, hits mostly inhibitors; active = well fitted inhibition curve with a large enough effect; inconclusive = small, poorly fitted or top-dose-only effect; inactive = no such curve, though single readings can be large or run the other way; tested in mouse RAW 264.7 cells; also: potency is read from the fitted curve at half-maximal effect; % is scaled to controls: 0 for no effect and ±100 for the full control effect; nearly all actives have a fitted effect of over 55% in size
BRCA1 expr act: activators of BRCA1 expression; MCF7-BRCA1-FFLuc reporter, luminescence, 48 h; response scale: scaled: vehicle 0%, 10 µM genistein 100%; Potency, µM (titrated, usually from 46.1 µM), inactives show top-dose activation, hits mostly activators; 380,000 compounds, 1.1% hits; AID 624202; also: potency is read from the fitted curve at half-maximal effect; nearly all actives have a fitted effect of over 80% in size; some results filed as inactive show a strong effect at the top dose
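MCF7 cells carrying a BRCA1-firefly luciferase reporter (2000 cells/well, phenol-red free MEM) were attached for 2 h at 37 °C, then given compounds for 48 h. Luminescence was read 15 min after luciferase reagent; activity normalized to genistein (10 microM) and DMSO.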
p53 reactivator: restores transcriptional activity of mutant p53. Potency, µM (highest dose often 92.2 µM), for inactives: top-dose activity change, positive = activation, usual class: activators. 320,000 compounds, 0.063% hits. H1299 p53-A138V BP100-luciferase reporter, luminescence, 24 h; also: potency is read from the fitted curve at half-maximal effect; % of control where 0% means no effect; nearly all actives have a fitted effect of over 45% in size
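H1299 (p53-null), stable ts p53-A138V + BP100-Luc; 1000 cells/well, Opti-MEM/10% FBS; cpd 4 pt, 1:5; 24 h, 37 deg C, 5% CO2; detection reagent 10 min RT; luminescence.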
Eya2 inh: Eya2 (human) phosphatase inhibition | 330,000 compounds, 0.006% hits | AID 488837 | O00167 | Potency, µM (highest dose often 76.9 µM), for the others: at the top dose activity, negative = inhibition, most hits filed as inhibitors | recombinant Eya2, OMFP fluorescence dephosphorylation (OMFP is methylfluorescein phosphate); also: potency is read from the fitted curve at half-maximal effect; % is scaled to controls: 0 for no effect and ±100 for the full control effect
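Eya2 (0.2 uM) preincubated 10 min at ambient with compound, then OMFP substrate added at 50 uM; 10 min reaction in 50 mM HEPES pH 7.5, 50 mM NaCl, 5 uM MgCl2, 0.05% BSA, 1 mM DTT. Fluorescence read at Ex 485/Em 525 nm.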
B2AR arrestin: beta2AR (human) beta-arrestin recruitment activity; P07550; beta-arrestin recruitment to beta2AR, cell-based reporter; Potency, µM (highest dose often 46.1 µM), for the others: at the top dose activation, usual class: activators; 330,000 compounds, 0.02% hits; AID 492947;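 also: potency is read from the fitted curve at half-maximal effect; 0% = DMSO controls and full agonism = EC100 isoproterenol or metaproterenol; nearly all actives have a fitted effect of over 65% in size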
Target sequence (P07550 whole entry, looked up): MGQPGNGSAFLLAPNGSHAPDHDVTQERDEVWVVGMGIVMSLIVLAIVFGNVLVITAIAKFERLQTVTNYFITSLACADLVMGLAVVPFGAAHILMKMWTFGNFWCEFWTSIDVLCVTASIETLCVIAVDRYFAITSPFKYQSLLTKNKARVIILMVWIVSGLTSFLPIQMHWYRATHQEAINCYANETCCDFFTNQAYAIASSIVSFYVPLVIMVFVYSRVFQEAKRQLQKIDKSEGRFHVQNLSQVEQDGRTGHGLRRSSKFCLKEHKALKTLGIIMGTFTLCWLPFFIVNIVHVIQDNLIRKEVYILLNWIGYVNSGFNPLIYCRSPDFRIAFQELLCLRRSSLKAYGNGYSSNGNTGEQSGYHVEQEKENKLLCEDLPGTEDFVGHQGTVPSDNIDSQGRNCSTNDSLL
PTAP TSG101 blk: blocks PTAP/TSG101 interaction to inhibit HIV-1 budding; Q99816; Fluorescence polarization, FITC-PTAP peptide / Tsg101 binding; Potency, µM (top dose mostly 115 µM), without a hit: at the highest dose activity change, negative = inhibition, most hits filed as inhibitors; 340,000 tested, under 10 active; active = well fitted inhibition curve with a large enough effect in the main read-out, with a control signal flat, not every such curve was filed as active; inconclusive = small, poorly fitted or top-dose-only effect, or effect the other way, or a change in a side signal; inactive = no such curve, though single readings can be large or run the other way; also: potency is read from the fitted curve at half-maximal effect; % of control where 0% means no effect
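FP read-out: FITC-PTAP peptide, 50 nM final, binding Tsg101 binding domain, 10 uM final; 20 min, r.t.; 10 mM HEPES pH 7.5, 0.15 M NaCl, 0.01% Tween 20, 3 mM EDTA, 0.1 mM TCEP.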
An asterisk follows results filed as active; ? = inconclusive; nt = not tested or not shown; [ ] = dose if it differs, or a comment. Unless noted, calls follow the shape of the dose curve; as a rule, active = well fitted curve in the direction sought with a large enough effect; inconclusive = small, poorly fitted or top-dose-only effect, or another doubt; inactive = no such curve, though single readings can be large; an effect the other way counts as inactive or inconclusive.

SMILES | ELG1 genotoxic | S-ASM inh | USP2a inh | Integrin act MD | TRPV1 agonist | uPA surface inh | BRCA1 expr act | p53 reactivator | Eya2 inh | B2AR arrestin | PTAP TSG101 blk
CCOCC(=O)NCc1ccc2c(c1)cc(C)n2C | 5% | 33% | -1% | 5% | -3 | -8% | -17% | nt | -10% | 0.0% | -8%
CCc1ccc(OCC(=O)OC2CCS(=O)(=O)C2)cc1 (configuration not stated) | -1% | 5% | -6% | 7% | -5 | 2% | 4% | -6% | 6% | -1.0% | -3%
Cn1c(=O)n(C)c2cc(S(=O)(=O)Nc3ccc(F)cc3)ccc21 | -3% | -3% | -1% | 3% | -2 | -3% | -26% | 0% | 6% | 0.0% | 0%
CCOc1ccc2nc(NCCNC(=S)NCCCN(C)C)c(C#N)cc2c1 | 6% | 347%[activator] | 0% | -48%[inhibitor] | 2 | -8% | -3% | -1% | 1% | 0.1% | -2%
COc1ccc(OC(C)C(=O)Nc2ccc([N+](=O)[O-])cc2)cc1 (configuration not stated) | -8% | 2% | 2% | -3% | 25 | 6% | 0% | 10% | -28% | -0.2% | 0%
COc1ccccc1NC(=O)CCNC(=O)Cn1ccc2ccccc2c1=O | 1% | -4% | 5% | -8%[7.66 µM] | 0 | 4% | 1% | -13% | -7% | -0.1% | 0%
O=S(=O)(NCCNS(=O)(=O)c1ccc(F)cc1)c1ccc(F)cc1 | 0% | -3% | 2% | -1% | -1 | nt | 2% | 2% | 11% | -0.1% | -6%
C=CCn1c(SCC(=O)NC2CCCCC2)nnc1C(C)NC(=O)c1cccs1 (configuration not stated) | nt | 1% | nt | -15%[7.66 µM] | 1 | nt | 0% | nt | nt | nt | -14%
CCN(CC)c1ccc(/C=N/NC(=O)Cc2cccs2)c(O)c1 | ? | 86%[activator] | 1% | 7% | 21 | -19% | -75% | ? | -4% | -1.1% | 4%
CC(=O)Nc1ccc(NC(=O)CSc2nnc(NC(=O)Cc3ccc(F)cc3)s2)cc1 | 25% | -3% | 1% | -29% | -2 | 16% | -22% | -1% | 11% | -0.8% | nt
CCc1nnc(NC(=O)CN2CCN(c3nc(-c4ccccc4)cs3)CC2)s1 | -8% | -9% | 0% | -15%[7.66 µM] | 6 | nt | -31% | -6% | 0% | -0.8% | -6%
COc1ccc(C2=Nn3c(nnc3-c3ccccn3)SC2)cc1 | 0% | 3% | 3% | -26% | nt | -12% | -71% | -14% | 1% | -1.0% | 0%
O=C(CN1CCC(n2nnc3cc(F)ccc32)CC1)NNC(=O)c1ccccc1 | 1% | 2% | 10% | 5% | 2 | 12% | 0% | 4% | -1% | 0.2% | -10%
Cc1c(NC(=O)Nc2ccc(F)cc2F)c(=O)n(-c2ccccc2)n1C | -2% | 5% | 3% | ? | ? | 4% | -3% | -5% | 12% | 0.0% | -1%
OC(CN1CCN(c2ccccc2F)CC1)c1ccc(F)cc1 (configuration not stated) | 0% | 5% | 1% | -12% | -2 | 6% | -34% | ? | -12% | 0.3% | -3%
CC(=O)Nc1ccc(NC(=O)CSc2nnc(NC(=O)C3CC3)s2)cc1 | 0% | 2% | 5% | ? | 0 | 9% | -1% | 4% | 5% | -0.6% | nt
O=C(O)c1ccc(N/C(=N\S(=O)(=O)c2ccc(Cl)cc2)c2ccccc2)cc1 | 2% | 7% | 7% | 11% | -3 | 3% | 5% | -4% | 4% | -0.7% | -2%
Cc1nc2ncnn2c(N2CCN(C(=O)c3cccc(F)c3)CC2)c1C | -1% | 6% | 5% | -14% | 0 | -1% | 0% | -4% | -5% | 0.2% | -5%
O=C(COc1ccc(F)cc1)Nc1nccs1 | ? | 2% | 0% | 3% | 0 | ? | ? | ? | -5% | -0.1% | -9%
Cc1ccc(NC(=S)NC(=O)c2ccc(-c3ccccc3)cc2)c(C)c1 | -5% | -2% | -2% | 1% | -3 | -2% | -19% | 8% | 6% | 3.7% | -8%
Cc1ccc(-c2c3c([nH]c(=S)c2C#N)CCCC3)o1 | -1% | -5% | 2% | -18% | -2 | 7% | 6% | -1% | 14% | -0.1% | 2%
CCN(CCCCN1C(=O)c2ccccc2C1=O)c1ccc2c(c1)C(=O)N(C)C2=O | -15% | -1% | 1% | -3% | 9 | 3% | -16% | -2% | 3%[15.4 µM] | -0.1% | -4%
CCc1ccc(OCc2nnc(SCCN3CCOCC3)n2C)cc1 | 0% | 0% | 1% | 30% | 25 | -6% | -5% | -5% | 11% | -0.7% | -4%
CCCC12CN3CC(C)(CN(C1)C3c1ccc([N+](=O)[O-])o1)C2=O (configuration not stated) | -6% | 4% | 3% | -10% | 3 | 1% | -33% | 3% | -2% | -1.2% | -3%
CCn1c(SCc2nc(-c3ccc(OC)c(OC)c3)no2)nnc1-c1cccs1 | -9% | -2% | 0% | -9% | -5 | 3% | -27% | -6% | 9% | 0.2% | -2%
CSc1ccccc1NC(=O)CNCCCN1CCOCC1 | -1% | 5% | 2% | 4% | 5 | -4% | -9% | -4% | 4% | -0.8% | -3%
COc1ccc(S(=O)(=O)N2CCC(C(=O)N[C@H](C(=O)N3CCCC3)C(C)C)CC2)cc1 | 1% | 1% | 5% | -18% | 3 | 2% | 4% | 8% | 4% | -0.1% | -3%
COc1ccc(CN2C(=O)NC3(CCCc4ccccc43)C2=O)cc1F (configuration not stated) | -3% | 3% | 1% | -5% | 8 | 2% | -6% | -3% | -1% | 0.5% | 1%
COc1ccc(C(=O)NCCn2ccc3ccccc32)cc1OC | -3% | -1% | 1% | 13% | 8 | 5% | 56% | 12% | 9% | -0.4% | -5%
CCSc1nnc(CNc2ccc(C)cc2)n1C | 2% | 6% | 4% | -3% | -3 | -11% | 2% | -6% | 5% | -1.9% | -3%

Single records, from the list above:
`COc1ccc(S(=O)(=O)N2CCC(C(=O)N[C@H](C(=O)N3CCCC3)C(C)C)CC2)cc1` across the screens: ELG1 genotoxic: 1%; S-ASM inh: 1%; USP2a inh: 5%; Integrin act MD: -18%; TRPV1 agonist: 3; uPA surface inh: 2%; BRCA1 expr act: 4%; p53 reactivator: 8%; Eya2 inh: 4%; B2AR arrestin: -0.1%; PTAP TSG101 blk: -3%
`CCc1ccc(OCc2nnc(SCCN3CCOCC3)n2C)cc1` across the screens: ELG1 genotoxic: 0%; S-ASM inh: 0%; USP2a inh: 1%; Integrin act MD: 30%; TRPV1 agonist: 25; uPA surface inh: -6%; BRCA1 expr act: -5%; p53 reactivator: -5%; Eya2 inh: 11%; B2AR arrestin: -0.7%; PTAP TSG101 blk: -4%

Further records follow:
SMILES | ELG1 genotoxic | S-ASM inh | USP2a inh | Integrin act MD | TRPV1 agonist | uPA surface inh | BRCA1 expr act | p53 reactivator | Eya2 inh | B2AR arrestin | PTAP TSG101 blk
CO/N=C(/CN1CCCCC1)c1ccc(Cl)cc1 | -3% | 13% | 3% | 0% | 2 | 4% | 3% | 12% | -2% | 0.4% | -3%
O=C1c2ccc(Br)cc2C(=O)N1c1ccc(Cl)cn1 | -4% | -2% | -2% | -2% | 5 | 12% | -12% | nt | 9% | 0.5% | -8%
COc1ccc2cc(C3(C)NC(=O)N(CC(=O)N4CCCCC4)C3=O)ccc2c1 (configuration not stated) | 0% | -1% | -1% | -6% | nt | 1% | -4% | -1% | -4% | -0.5% | 0%
O=C(C[C@@H]1C/C=C\C[C@@H](Cc2ccc(F)cc2)C(=O)OC[C@H]2CCCN2C1=O)NCCO | 4% | 2% | 2% | 8% | nt | 20% | 1% | 3% | -12% | -0.1% | 0%
COCCNC(=O)C1(C(F)(F)F)CC(CCCO)CCCO1 (configuration not stated) | nt | 0% | nt | 1% | nt | 8% | 10% | nt | nt | nt | -12%
Cn1cc(Br)c(-c2cccc(N3C(=O)CCCC3=O)c2)n1 | 1% | 2% | 4% | 0% | -3 | 12% | ? | -1% | ? | 4.6% | -1%
CCOC(=O)C1(CCc2ccccc2)CCN(Cc2cccc3nccnc23)CC1 | -14% | -4% | -1% | -44% | 5 | -8% | -40% | -1% | -4% | -0.1% | -4%

Bioassay records as filed in PubChem BioAssay.
